Screens deposited in PubChem by The Scripps Research Institute Molecular Screening Center.
LEDGF integ inh = blockers of LEDGF/p75-dependent integrase strand transfer – biochemical, TR-FRET, high throughput, primary screen; 0.64% of 370,000 active; TR-FRET IN-LEDGF/p75 DNA integration, Eu/Cy5; AID 743269, 2014; inhibition, % at 3.7 µM;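 active = inhibition above the screen-wide mean plus 3 SD, cut at about 13% in these data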;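 note: signal is the Cy5 over europium emission ratio at 671 and 618 nm; 0% = plate median of compound wells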
KLK7 zymogen act = proKLK7 zymogen activators, primary screen, biochemical, fluorescence intensity. Kallikrein-7 (Homo sapiens), P49862. purified proKLK7, EDANS-DABCYL substrate fluorescence; 100% is mature enzyme control, 0% vehicle. activation, % at 7 µM. 0.9% of 370,000 active. AID 652039, 2013;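 active = activation above the mean of all tested compounds plus 3 SD, computed per campaign excluding outliers beyond control limits, cut at about 13% in these data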
Target sequence (P49862 whole entry, looked up): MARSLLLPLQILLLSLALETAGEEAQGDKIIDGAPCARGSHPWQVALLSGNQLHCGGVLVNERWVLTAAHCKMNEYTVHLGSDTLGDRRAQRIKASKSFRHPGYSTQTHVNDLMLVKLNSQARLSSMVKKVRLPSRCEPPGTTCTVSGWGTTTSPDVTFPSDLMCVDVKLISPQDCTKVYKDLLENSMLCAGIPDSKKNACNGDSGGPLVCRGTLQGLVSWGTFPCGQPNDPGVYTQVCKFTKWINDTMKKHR
MBD2 DNA inh = inhibitors of MBD2 binding to methylated DNA, primary screen, biochemical, TR-FRET, DNA-binding domain, human | inhibition, % at 4.4 µM | Methyl-CpG-binding domain protein 2 (Homo sapiens), Q9UBB5 | AID 686964, 2013 | 0.31% of 370,000 active | MBD2 binding to methylated oligonucleotide; in the data active = inhibition above about 13%
Target sequence (Q9UBB5 whole entry, looked up, the tested form may be a part): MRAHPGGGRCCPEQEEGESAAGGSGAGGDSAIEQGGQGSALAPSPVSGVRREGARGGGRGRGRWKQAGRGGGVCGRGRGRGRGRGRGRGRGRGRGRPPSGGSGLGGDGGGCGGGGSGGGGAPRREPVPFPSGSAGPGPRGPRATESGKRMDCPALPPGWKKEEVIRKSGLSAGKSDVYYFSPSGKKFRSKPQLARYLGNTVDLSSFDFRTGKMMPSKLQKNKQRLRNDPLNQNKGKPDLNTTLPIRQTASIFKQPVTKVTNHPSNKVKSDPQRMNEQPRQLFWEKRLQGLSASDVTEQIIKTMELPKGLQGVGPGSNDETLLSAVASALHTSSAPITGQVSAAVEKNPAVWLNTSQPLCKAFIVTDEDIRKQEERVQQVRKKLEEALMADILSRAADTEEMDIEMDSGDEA
DDE Tn6 FP inh = inhibitors of Tn6 peptide binding to fibrin DD(E), primary screen, biochemical, fluorescence polarization, human fibrin, Tn6 probe. Fibrinogen beta chain (Homo sapiens), P02675. 0.21% of 370,000 active. inhibition, % at 8.3 µM. Fibrin DD(E) TRITC-Tn6 fluorescence polarization displacement;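 active = inhibition above a per-campaign cutoff: mean of compounds within control limits plus 3 SD, cut at about 15% in these data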;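 note: 0% = median of all compound wells on the plate and 100% = blocking peptide control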
DDE Tn7 FP inh = inhibitors of Tn7 peptide binding to fibrin DD(E), primary screen, biochemical, fluorescence polarization, human fibrin, Tn7 probe; inhibition, % at 8.3 µM; 0.13% of 370,000 active; FP displacement of FITC-Tn7 peptide from fibrin DD(E); 0% = median of compound wells per plate; Fibrinogen beta chain (Homo sapiens), P02675;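 active = inhibition above the mean of compounds falling within the control limits plus 3 SD of them, cut at about 14% in these data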;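 note: 0% = plate median of compound wells and 100% = 10 µM Aha-Tn7 peptide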
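Assay system: Human clot-derived fibrin DD(E) complex | Buffer or medium: Tris/NaCl/CaCl2 buffer, pH 7.8 | Repeats: One replicate per compound | Benchmarks: Aha-Tn7 high control | Measure: % inhibition scaled between sample-field median and high-control FP | Schedule: 10 min plus 3 h, room temperature | Signal: Fluorescence polarization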
SIAE primary = human SIAE inhibitors, primary screen, biochemical, fluorescence polarization, FP-Rh probe, 1536-well HTS | 0.69% of 370,000 active | inhibition, % at 9.66 µM | AID 1053197, 2014 | SIAE FP-Rh probe binding;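 active = inhibition above a cutoff: mean of compounds within the control limits plus 3 SD of those, cut at about 17% in these data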;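 note: 0% = plate median of compound wells and 100% = probe without SIAE protein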
TDP2 inh = human TDP2 enzyme inhibitors, primary screen, biochemical, epi absorbance, recombinant enzyme; Tyrosyl-DNA phosphodiesterase 2 (Homo sapiens), O95551; T5PNP hydrolysis, p-nitrophenol absorbance 415 nm; inhibition, % at 12.8 µM; 0.34% of 370,000 active; AID 720702, 2013;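 active = inhibition above the mean of all tested compounds plus 3 SD, set per campaign, cut at about 25% in these data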;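 note: 0% = DMSO with enzyme and 100% = buffer with substrate but no TDP2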
Target sequence (O95551 whole entry, looked up): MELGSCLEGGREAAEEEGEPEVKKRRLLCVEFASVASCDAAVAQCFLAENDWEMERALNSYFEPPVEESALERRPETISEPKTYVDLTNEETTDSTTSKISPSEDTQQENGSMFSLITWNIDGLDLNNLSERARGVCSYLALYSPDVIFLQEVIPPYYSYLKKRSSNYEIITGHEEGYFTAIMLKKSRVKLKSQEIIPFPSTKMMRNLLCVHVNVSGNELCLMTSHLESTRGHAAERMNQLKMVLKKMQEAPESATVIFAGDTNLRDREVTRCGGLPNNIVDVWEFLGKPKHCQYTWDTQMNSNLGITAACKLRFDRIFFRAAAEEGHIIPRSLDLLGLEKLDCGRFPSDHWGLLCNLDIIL
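Assay system: recombinant human TDP2 / Reagent: T5PNP substrate at 5 mM, a TopII-DNA adduct mimic / Measured by: epi absorbance from released p-nitrophenol / Evaluation: % inhibition relative to enzyme-containing and enzyme-free wells / Control set: enzyme-free and DMSO wells / Replicates: each compound tested once, singlicate / Schedule: enzyme reaction with compound for 2 h at 37 °C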
PRMT1 FP inh = PRMT1 methyltransferase inhibitors, primary screen, biochemical, fluorescence polarization | Protein arginine N-methyltransferase 1 (Homo sapiens), Q99873 | recombinant PRMT1, activity-based probe fluorescence polarization | inhibition, % at 2.79 µM | 1.3% of 370,000 active;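 active = inhibition above about 21% made by adding two undisclosed values, limit read from the data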
TCR CD3 inh = inhibitors of human TCR-CD3 interaction, primary screen, biochemical, fluorescence, TAMRA-labeled TCR probe. inhibition, % at 9.4 µM. 0.37% of 360,000 active. T-cell receptor (TCR); in the data active = inhibition above about 19%;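 note: recombinant mutant TCR 2C K166C tagged with TAMRA read by polarization; 0% = receptor in buffer alone and 100% = receptor with positive control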
UHRF1 binding = UHRF1 methylated DNA binding inhibitors, primary screen, counter-screen for MBD2 inhibitor project, biochemical, TR-FRET, human UHRF1, single concentration. 0.75% of 370,000 active. inhibition, % at 4.4 µM. AID 687016, 2013. UHRF1 binding to methylated oligo; in the data active = inhibition above about 21%;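 note: UHRF1 SRA domain binding a hemimethylated CpG hairpin DNA probe; 0% = median of test compound wells and 100% = reference inhibitor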
* = called active by the depositor; . = no result given.

SMILES	LEDGF integ inh	KLK7 zymogen act	MBD2 DNA inh	DDE Tn6 FP inh	DDE Tn7 FP inh	SIAE primary	TDP2 inh	PRMT1 FP inh	TCR CD3 inh	UHRF1 binding
Cc1c(OCC(=O)N2CCN(c3ccccc3)CC2)ccc2c3c(c(=O)oc12)CCCC3	4	-1.2	-2	-3	0	-5	1	-4	1	-3
CN(Cc1ccccc1)C(=O)c1cccc(NC(=O)c2ccco2)c1	-3	-0.5	-4	6	-4	2	-15	-2	6	-1
O=C(COc1ccc(Cl)cc1Br)NC(=O)NCc1ccccc1	0	0.2	4	-2	-1	-4	1	1	-8	2
COc1ccccc1NC(=O)N1CCC(c2nc3cc(C)c(C)cc3[nH]2)CC1	0	0.5	13*	-9	-5	-4	10	3	-2	18
CCCCCOC(=O)C1=C(C)Nc2ncnn2C1c1cccs1 (configuration not stated)	-2	-0.2	3	-6	3	-3	8	-1	-1	0
CC(C)c1ccc(OCc2nnc(SCC(=O)N3CCCCC3)o2)cc1	-3	-0.1	6	0	-4	3	5	3	-4	13
Cc1cccn2c(=O)c3cc(S(=O)(=O)c4ccc(Br)cc4)c(=N)n(C4CCCC4)c3nc12	0	-0.4	3	-9	2	0	16	-1	-4	-3
COc1ccc(NC(=O)CN(C)C(=O)c2cc(-c3cccs3)nn2-c2ccccc2)cc1	5	0.1	0	-4	3	-3	-3	-2	10	-1
Cc1ccc(C(C)NC(=O)c2c(C)noc2C)cc1C (configuration not stated)	-3	-0.2	-5	2	3	1	-6	-3	1	1
O=C1CC(=O)Nc2ccccc2N1	-1	0.4	0	0	-1	1	-7	1	0	-2
O=C(CN1C(=O)NC(Cc2c[nH]c3ccccc23)C1=O)Nc1cccc(S(=O)(=O)N2CCCCCC2)c1 (configuration not stated)	-1	0.0	0	-9	-1	-6	0	1	4	5
Cc1ccc(S(C)(=O)=NC(=O)NC(=O)c2c(Cl)cccc2Cl)cc1 (configuration not stated)	-1	0.0	0	2	4	0	6	-2	3	3
O=C(O)c1cc(N=Nc2c(O)ccc3ccccc23)cc(C(=O)O)c1	6	0.5	-2	-10	0	-5	-1	4	-8	-2
COc1ccccc1NC(=O)COc1ccc(/C=N/NC(=O)CSCc2ccc(Cl)cc2)cc1	3	0.5	-1	-4	-4	-8	-21	-3	0	1
O=C(c1ccco1)N1CCN(Cc2cn[nH]c2-c2cccc3ccccc23)CC1	3	0.4	-4	-5	-16	-7	6	0	4	0
COc1ccc(S(=O)(=O)N2CCOCC2)cc1NS(=O)(=O)/C=C/c1ccccc1	0	1.1	0	4	-1	-4	-3	-4	-2	0
Nc1c(Br)cc2c(c1Br)C(O)c1ccccc1-2 (configuration not stated)	26*	-0.2	0	6	3	1	0	-3	5	-2
CCC(C)NC(=O)CSc1nnc(-c2ccc(OC)c(OC)c2)c(-c2ccc(OC)c(OC)c2)n1 (configuration not stated)	-3	-0.3	5	11	5	0	21	-2	5	1
COc1ccc2nc(-c3ccccc3)nc(SC)c2c1	1	-0.3	-2	6	-6	1	3	-2	5	-3
Cc1ccc(C)c(-c2csc(NC(=O)c3c(C)noc3C)n2)c1	-3	0.5	-5	1	6	11	7	0	-9	-1
COc1cccc(NC(=O)CN(C)C(=O)C2=COCCO2)c1	-1	-0.2	4	2	-10	18*	-17	-1	-9	3
CCc1ccc(S(=O)(=O)ON2C(=O)c3ccccc3C2=O)cc1	1	-0.6	4	-1	-6	-1	-8	2	-2	2
COc1cc(OC)c(C(=O)NC2CCCCCC2)cc1OC	0	0.7	5	8	-1	6	7	2	1	0
Cc1c(C(C)C)c(=O)n(-c2ccc(S(=O)(=O)NC(C)C)cc2)n1C	0	0.3	3	-4	0	3	10	-5	5	2
CCN1C(=O)C(=CC=CN(C)c2ccccc2)SC1=S	-2	-0.4	3	0	-13	-8	-7	-10	-8	-2
Cc1ccc(C2(C(F)(F)F)NC(=O)N3CCCN=C3S2)cc1 (configuration not stated)	1	0.0	0	0	5	-3	3	0	0	2
CCN(CC)CCNCc1cc(Br)ccc1OCC(=O)NCc1ccccc1	7	0.2	1	3	-2	2	9	-5	2	0
O=C(CNC(=O)c1ccccc1)OCc1nc2ccccc2s1	2	0.5	-6	1	-3	2	-7	4	8	-1
O=C(Nc1ccc(Cl)cc1)c1ccc(-n2cccn2)c([N+](=O)[O-])c1	-2	0.0	4	-6	1	-1	5	2	-2	2
O=C(N/N=C/c1ccccc1)C1CCCN1C(=O)c1cc([N+](=O)[O-])cc([N+](=O)[O-])c1 (configuration not stated)	2	0.2	4	-2	-2	-1	2	-2	4	1
Cc1ccc(S(=O)(=O)CC(=O)N2CCN(c3cccc(C(F)(F)F)c3)CC2)cc1	0	0.6	1	2	-5	0	7	2	2	-2
O=C(Nc1cccc(Cc2ccccc2)c1)Nc1cccc2[nH]c([C@@H]3O[C@H](CO)[C@@H](O)[C@H](O)[C@H]3O)nc12	-4	0.0	-1	-5	8	13	2	5	-2	-1
COc1ccc2c(c1)CC/C(=C\C=C\c1ccccc1)C2=O	1	-3.6	-2	3	-4	2	1	10	-1	-2
Cc1noc(C)c1COC(=O)[C@@H](NC(=O)c1ccccc1)C(C)C	-2	-0.6	1	-2	-5	-5	1	8	-2	2
S=C(Nc1ccc(Br)cc1)NC1CCCC1	-2	-0.5	3	3	-2	1	3	-2	5	-1
Cc1ccc(NC(=O)CC2CCCC2)c(Br)c1	-1	-0.1	3	-9	0	3	7	-3	7	1
Cc1cc(C)c(C)c(OCC(=O)N2CCOCC2)c1	-1	-0.6	-1	-2	6	0	-9	2	2	-3
COc1ccc(NC(=O)N2CCCc3cccc(C)c32)cc1	3	0.4	0	-4	-12	0	-14	0	4	0
COc1ccc(/C=N/NC(=O)c2ccco2)cc1Cn1nc(C)c([N+](=O)[O-])c1C	1	0.6	-7	-2	-6	0	12	3	5	-3
Cc1ccc(NC(=S)N/N=C/c2ccc(Cl)c([N+](=O)[O-])c2)cc1	-2	-0.4	-3	5	-1	5	-11	-1	5	-3
COc1cc(CN2C[C@@H](CO)O[C@@H](n3cnc4c(NCc5ccncc5)ncnc43)C2)cc(OC)c1OC	-2	-0.1	-2	4	-2	2	6	3	4	0
CCCNC(=O)Nc1ccsc1C(=O)OC	-1	0.3	0	15*	5	-1	3	-2	10	0
COc1cc2c(cc1OC)-c1nnc(C)n1C(C)(C)C2	1	0.3	1	-7	0	3	-2	-1	-2	-3
COc1cc(-c2nn3c(C4CCCCC4)nnc3s2)cc(OC)c1OC	-1	-0.4	5	-10	7	-6	-13	11	-7	-1
CCCCOc1ccc(NC(=O)CN2CCN(CC)CC2)cc1	0	0.5	1	-6	1	-2	20	-6	0	-1
CCOc1ccc(NC(=O)C2CCC(CNc3c(N4CCC(C)CC4)c(=O)c3=O)CC2)cc1 (configuration not stated)	2	0.3	-5	-6	3	-3	-1	-4	5	-3
O=C(CSc1nc(O)c(Cc2ccccc2)c(=O)n1-c1ccccc1)N1CCOCC1	0	-0.9	3	-3	-8	0	-7	4	-5	0
CCN(CC)c1ccc(/C=C2/C(=O)ON=C2C)cc1	-1	-0.4	-18	1	-4	-14	10	-17	-2	-18
Cc1cc(C)cc(NC(=O)C2CCCCN2S(=O)(=O)c2ccccc2)c1 (configuration not stated)	-2	0.5	-2	-2	1	-1	-4	2	5	-2
CC(C)(C)OC(=O)N1CCC(C(=O)Nc2ccc(C(=O)NCc3ccccc3)cc2)CC1	-2	0.4	9	-6	-5	0	5	7	-1	0

Following part:
SMILES	LEDGF integ inh	KLK7 zymogen act	MBD2 DNA inh	DDE Tn6 FP inh	DDE Tn7 FP inh	SIAE primary	TDP2 inh	PRMT1 FP inh	TCR CD3 inh	UHRF1 binding
O=C(COc1ncnc2ccccc12)Nc1cccc([N+](=O)[O-])c1	1	0.1	1	4	-6	-5	6	1	6	1
COc1ccc(-n2c(Cc3cccn3C)nnc2SCC(=O)Nc2ccc(C)cc2C)cc1	0	0.2	1	-10	2	1	-5	7	-3	0
CCN(CC)C(=O)CC[C@@H]1CC[C@]2(CCCN(C(=O)C(C)(C)C)C2)O1	1	-0.2	-2	4	-6	-1	-2	1	.	-1
Cc1nnc(SCCn2c(N3CC(C)CC(C)C3)nc3c2c(=O)[nH]c(=O)n3C)s1 (configuration not stated)	0	0.4	-2	-7	-4	2	6	0	8	-4
CCOC(=O)C(C)Oc1cccc2c(=O)n(CC(=O)NCc3ccc(F)cc3)ccc12 (configuration not stated)	1	-0.2	-3	7	6	-2	5	0	-3	8
CCN(CC)CCn1c2c(c(SCC(=O)Nc3nc(C)cs3)nc1=O)CCCC2	-2	0.0	3	-3	4	1	-4	-1	1	1
Cc1ccc(NS(=O)(=O)c2ccc3c(c2)NC(=O)CO3)c(C)c1	0	-0.1	-5	-1	3	-1	-2	-6	-2	-1
CCC(C)(O)C(=O)N[C@H]1CCCN1C(=O)/C=C/c1ccccc1 (some centres not stated)	0	-0.2	-8	2	-5	-7	-19	-3	-8	-2
CC(C)(NO)/C(=N\O)c1ccc(Cl)cc1	1	-0.2	-1	0	1	9	1	0	9	-4
CC(C)(C)c1ccc(-c2cc(-c3ccccc3O)[nH]n2)cc1	4	0.1	5	-10	-8	-26	-15	-5	-18	4
Cc1cccc(C)c1OCC(=O)NCc1ccccc1	0	0.1	-1	6	8	2	-3	-1	2	4
Cc1c(-c2ccccc2)nc2ccccc2c1C(=O)NCc1cccs1	2	-0.6	-8	2	3	2	-8	-1	5	-2
